# Screens deposited in PubChem BioAssay by several laboratories.
# Plk1 PBD FP – Plk1 (human) PBD binding inhibition | Plk1 PBD phosphopeptide binding, fluorescence polarization | 0.13% of 97,000 active | inhibition, %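 (tested at about 20 µM)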 | P53350 | AID 693; in the data active = inhibition above about 34%, passing the limit was not always enough
# Target sequence (P53350 whole entry, looked up): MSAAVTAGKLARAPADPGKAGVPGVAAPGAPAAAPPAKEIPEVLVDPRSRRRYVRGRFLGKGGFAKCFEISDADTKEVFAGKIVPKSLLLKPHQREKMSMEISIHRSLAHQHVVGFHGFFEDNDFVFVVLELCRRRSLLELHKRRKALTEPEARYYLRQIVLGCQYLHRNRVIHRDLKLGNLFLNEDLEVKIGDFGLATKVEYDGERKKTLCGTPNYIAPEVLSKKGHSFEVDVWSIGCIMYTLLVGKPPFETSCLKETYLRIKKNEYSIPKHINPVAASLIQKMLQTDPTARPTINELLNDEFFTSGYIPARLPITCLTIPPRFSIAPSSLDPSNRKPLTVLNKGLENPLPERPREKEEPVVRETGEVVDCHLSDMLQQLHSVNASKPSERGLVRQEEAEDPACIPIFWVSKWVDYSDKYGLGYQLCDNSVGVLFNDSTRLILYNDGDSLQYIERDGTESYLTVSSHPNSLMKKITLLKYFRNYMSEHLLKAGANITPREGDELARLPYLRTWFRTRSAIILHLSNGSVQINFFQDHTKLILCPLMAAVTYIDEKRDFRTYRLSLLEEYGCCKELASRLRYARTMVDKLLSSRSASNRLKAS
# PTPN22 act – LYP (human) phosphatase activation; Q9Y2R2; recombinant LYP, DiFMUP fluorescence; 0 = plate median, 100 = signal doubled; activation, % at 2 µM; 0.11% of 96,000 active;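 active = activation at 2 µM above a set limit, the mean plus 5 SD, cut at about 37% in these data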
# FAK inh – inhibitors of human focal adhesion kinase; Q05397; biochemical FAK kinase activity assay; inhibition, %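 (tested at 7 µM)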; 0.84% of 97,000 active; in the data active = inhibition above about 19%;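 also: 0% = DMSO and 100% = reference compound high control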
# cytoskel mod – alters cytoskeleton assembly in HUVEC cells. 0.18% of 91,000 active. HUVEC TNFa F-actin phalloidin imaging, high content. AID 836. inhibition, % at 2 µM;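 active = inhibition above the batch mean plus 3 SD and confirmed as a hit by visual image inspection, cut at about 30% in these data, passing the limit was not always enough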; also: strong numbers were not always called active
# PLK1 inh – inhibitors of human PLK1 kinase. inhibition, % at 10 µM. AID 619. P53350. recombinant PLK1 kinase, TR-FRET peptide phosphorylation. 0.53% of 97,000 active;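 active = inhibition of 50% or more in the single-concentration screen; inactive = inhibition below 50%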;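 also: 0% = DMSO max control and 100% = H-89 dihydrochloride min control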
# EphB4 ephrin blk – blocks human EphB4 binding to ephrin-B2 | EphB4 LBD / TNYL-RAW-Alexa532 peptide, fluorescence polarization | inhibition, % at 7 µM | 0.15% of 97,000 active | AID 720;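 active = inhibition above the screen-wide mean inhibition plus 3 SD, cut at about 15% in these data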;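 also: 0% = DMSO wells and 100% = excess unlabeled TNYL-RAW peptide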
# PTK2B oligo ant – blocks oligomerization of human Pyk2 in cells; 0.83% of 99,000 active; Q14289; Q293 cells, Pyk2 FERM NanoBiT luminescence; hits give low values; z-score (the deposit names both 25 µM and 10 µM);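 active = Z-score of -3 or lower, scaled per plate to the spread of control and sample wells; inactive = z-score above -3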;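 also: negative z-score means lost luminescence so less FERM oligomerization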
# LYP inh 2 – inhibitors of human LYP (PTPN22) phosphatase | AID 640 | 0.21% of 96,000 active | Q9Y2R2 | inhibition, % at 2 µM | recombinant LYP catalytic domain, DiFMUP fluorescence;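 active = inhibition at 2 µM at or above a set limit, the screen mean plus 3 SD, cut at about 24% in these data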;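 also: 0% = DMSO with enzyme and 100% = enzyme fully blocked by orthovanadate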
# HIV Rev-RRE inh – HIV Rev-RRE protein-RNA interaction inhibition; P05866; Rev peptide-RRE RNA binding, FRET; inhibition, % at 8 µM; 0.79% of 97,000 active; AID 704;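 active = inhibition above the screen-wide mean plus 3 SD, cut at about 35% in these data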;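 also: 0% = median DMSO wells and 100% = median Neomycin B control wells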
# Target sequence (P05866 whole entry, looked up): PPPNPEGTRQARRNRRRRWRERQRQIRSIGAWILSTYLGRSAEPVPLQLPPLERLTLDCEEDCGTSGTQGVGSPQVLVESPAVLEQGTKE
#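 Assay system: Labelled RRE RNA duplex and labelled Rev peptide | Times: 5 min preincubation and 15 min binding, 25 °C | Detection: FRET, ex 480 nm, em 540 and 671 nm | Evaluation: % inhibition of FRET ratio versus controls | Benchmarks: DMSO wells as 0% and neomycin B wells as 100% inhibition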
# * marks the source's active call; other numbers are inactive results; i = inactive; nt = no result given. An unsorted share of the library; overall some 3.5% were active at least once.
SMILES,Plk1 PBD FP,PTPN22 act,FAK inh,cytoskel mod,PLK1 inh,EphB4 ephrin blk,PTK2B oligo ant,LYP inh 2,HIV Rev-RRE inh
COc1ccc(C2C(CC(=O)O)=C(O)C(=O)N2c2ccccc2)cc1 (stereo not given),22,6,-5,24,-6,-1,-0.15,-7,3
O=C(c1cc(-c2ccco2)on1)N1CCOCC1,-9,-3,-1,7,-5,2,0.8,2,8
O=C1CSC(c2cccnc2)N1c1ccc(F)cc1 (stereo not given),13,-19,-2,-3,-2,-2,0.58,21,12
O=C(c1ccc(COc2ccccc2[N+](=O)[O-])o1)N1CCCCCC1,16,0,2,-7,-4,-4,-0.36,4,8
COCCN(CCOC)C(=O)c1cc2sc3ccccc3c2s1,-21,-11,3,24,3,7,-2.4,9,10
CC1(C)C(=O)NCCN1C(=O)CSc1nccc(-c2ccc(Br)cc2)n1,-13,3,-1,-12,-12,-7,1.8,-6,4
N#Cc1ccc(COC(=O)CSc2nnc(C3CCCCC3)n2N)cc1,-17,-2,4,10,-9,2,-0.11,1,6
COc1ccc2cc(C(c3nnnn3CCc3ccccc3)N3CCCC(C)C3)c(=O)[nH]c2c1 (stereo not given),12,-9,3,21,-10,5,-0.36,8,13
CC1(C)CC(=O)C2=C(C1)Nc1ncnn1C2c1ccccn1 (stereo not given),-5,-13,0,-1,-11,2,0.15,12,6
O=C(O)C1CCN(C(=O)OCc2ccccc2)CC1,2,nt,0,nt,-7,-1,0.79,nt,2
CC(C)C(=O)Nc1cccc(C(=O)NCc2ccc(S(N)(=O)=O)cc2)c1,4,8,0,9,-9,-8,0.72,-11,1
O=C(NCCN1CCOCC1)C1CCN(c2nc3ccccc3o2)CC1,19,5,5,6,1,0,1.2,-8,9
COc1ccc(Cl)cc1NC(=O)Nn1cnnc1,-12,0,-1,-1,6,7,0.39,2,10
Cc1[nH]c(=O)[nH]c1C(=O)CCCCC(=O)OCC(=O)Nc1ccccn1,-1,-13,14,-56,-10,13,0.26,12,11
COc1ccc2c(C(=O)CN3CCC(C)CC3)c[nH]c2c1,-1,0,1,-7,-5,2,0.65,-1,15
CCCCNC(=S)NNC(=O)c1csc2ccccc12,-17,-6,-2,15,-6,6,0.83,6,-1
O=C(CC1Sc2ccccc2NC1=O)OC(C(=O)NCCc1ccccc1)c1cccnc1 (stereo not given),i,-6,33*,4,-4,-5,-1.1,3,1
O=C(CSc1nnc(CNC(=O)c2cccs2)o1)NCc1ccc(F)cc1,-9,14,0,-11,-5,-3,0.29,-18,0
CCCCOC(=O)CSc1nc(N)c(C#N)c(-c2ccc(OCC)cc2)c1C#N,14,4,-24,20,-187,-4,0.57,-1,4
COc1cc(C)c(-c2cc(C(=O)O)c(C)o2)cc1C(C)C,-27,-16,-4,-2,-7,4,-0.85,13,-2
FC(F)(F)COc1nc(N2CCOCC2)nc(N(c2ccccc2)c2ccccc2)n1,-12,-12,2,3,-9,-6,-0.94,12,6
c1ccc2c(-c3nc(-c4ccncc4)no3)cccc2c1,-19,-3,2,-5,-11,-2,0.29,1,13
COC(=O)c1cccc(NC(=O)Cc2ccc(OC)cc2)c1C,-6,5,-1,-4,-8,6,0.73,-3,4
COC(=O)C1=CN(C)C=C(C(=O)OC)C1c1ccc(Cl)cc1Cl,-20,-3,5,-22,-10,-3,-0.25,2,6
O=C1C(=O)N(CNc2ccccn2)c2ccccc21,0,-1,4,0,1,1,0.24,4,7
Cc1ccc(C)c(NC(=O)CCC(=O)NNC(=O)c2cccc([N+](=O)[O-])c2)c1,3,-1,-7,22,5,-5,1.6,5,2
COc1ccc(-c2[nH]nc3c2C(c2ccccc2OC(=O)N2CCOCC2)C(C#N)=C(N)O3)cc1 (stereo not given),-16,-5,0,9,-12,3,0.99,2,5
O=C(NCc1ccco1)c1csc(Nc2ccccc2Cl)n1,18,-4,8,6,-6,3,-0.25,8,2
Cc1ccc(S(=O)(=O)N2CCOCC2)cc1C(=O)NCc1ccc(F)cc1,21,-10,-1,6,-5,-4,0.02,10,4
O=C(CCSc1nc(-c2ccco2)cc(C(F)(F)F)n1)N1CCN(c2ccccc2)CC1,-16,8,1,-7,-12,-5,1.1,-9,-1
CSc1cccc(NC(=O)CN(c2cccc(C)c2)S(C)(=O)=O)c1,-3,-6,0,6,1,0,-1.9,3,-1
CCOC(=O)N1CCC(NC(=O)c2ccc3c(c2)sc2nc(-c4ccccc4)cn23)CC1,-4,-13,6,-9,-22,11,-0.87,12,4
CCOc1ccc(C2=Nn3c(nnc3-c3ccccc3OC)SC2)cc1,-30,-2,-4,-12,5,-2,-2.1,2,6
O=C(COc1ccc(S(=O)(=O)N2CCCC2)cc1Cl)N1CCN(c2ccccc2)CC1,-20,-4,-1,-4,-10,-1,-0.47,4,1
CN1C(=O)N(S(=O)(=O)c2ccc(F)c(F)c2F)C(=O)C1(C)C,9,7,-1,-34,-11,-5,1,-8,3
CCCNC(=O)C1CCN(c2ccc(S(=O)(=O)N3CCOCC3)cc2Cl)CC1,7,-13,0,-3,-9,-5,0.28,14,10
Cc1ccccc1C(=O)N1CCCN(C(=O)c2ccccc2C)CC1,6,-3,2,-4,-6,6,-0.38,3,6
Cc1cc(Cl)ccc1N=c1ssnc1Cl,-5,10,-1,-4,-3,5,2.2,-8,11
Nc1nc(SCC(=O)Nc2ccccc2Sc2ccc(Cl)cc2)n[nH]1,12,7,0,-25,0,0,-0.21,-5,4
CCOC(=O)/C(C#N)=C\c1ccc(CC)s1,-30,-7,-5,5,0,1,0.6,10,6
CCOc1cc(NS(=O)(=O)CC)c(OCC)cc1NC(=O)c1ccco1,4,-2,2,46,-11,0,0.59,3,2
O=C(CC1Nc2ccccc2NC1=O)NCc1cccnc1 (stereo not given),23,-9,0,-24,-14,-1,-0.08,8,6
Cc1[nH]c2ccccc2c1C(O)CN1CCN(c2cccc(C(F)(F)F)c2)CC1 (stereo not given),-18,-2,1,-6,-18,-2,-0.07,1,11
N#CCSc1nnc(-c2ccc(S(=O)(=O)N3CCOCC3)cc2)n1CC1CCCO1 (stereo not given),23,4,-4,1,-16,-6,0.5,-6,3
CCC(C)NC(=O)c1ccccc1NC(=O)COc1ccc(OC)cc1 (stereo not given),-1,2,0,-8,11,-9,-0.46,1,2
CC1(C)CC(=O)C(C=NCCc2ccc(S(N)(=O)=O)cc2)=C(O)C1,4,2,-2,-15,-10,2,0.11,-5,-1
CSc1ncc(Cl)c(C(=O)Nc2nnc(SC/C=C/c3ccccc3)s2)n1,40,8,-4,-4,-13,5,-2.4,-10,6
COc1ccccc1NC(=O)c1nc[nH]c1C(=O)Nc1ccccc1OC,14,-9,-7,nt,-7,7,0.19,8,2
COc1ccc(OC)c(N=c2ssnc2Cl)c1,-18,-3,7,6,-6,12,0.33,1,4
NC(=O)/C(=N\OC(=O)c1ccco1)c1nc(-c2ccc(Br)cc2)cs1,11,-17,10,-44,-11,0,-0.77,19,5
O=C(NCCCO)C12CC3CC(CC(C3)C1)C2,14,1,-1,11,-12,-1,1.4,-1,5
CC(=O)N/C(=C/c1ccc2c(c1)OCO2)C(=O)NCCCO,-27,3,1,2,-12,1,-0.59,-6,5
CC(C)Oc1ccc(C(=O)NC2CCS(=O)(=O)C2)cc1 (stereo not given),17,10,0,-5,-12,-15,-0.59,-14,1
Cc1csc(N/N=C/c2ccc(O)c([N+](=O)[O-])c2)n1,-30,-12,0,-11,-4,-4,-0.31,12,-1
COc1cccc(-c2nnc(Nc3nc4c(F)cccc4s3)o2)c1,-2,-2,-3,27,-9,0,-0.65,3,6
CCSc1nnc2c(n1)OC(C)(C)Nc1ccccc1-2,17,2,-4,11,-13,0,-1,-5,3
COc1ccc(-c2ccc(SCC(=O)NCc3ccco3)nn2)cc1OC,3,1,12,-15,0,11,0.99,-3,0
CCOc1cc(S(=O)(=O)NC2CCCCC2)ccc1F,4,-2,-1,nt,-2,7,-0.23,5,13
Cc1ccc(N2CCCCn3c2nc2c3c(=O)n(CC(=O)O)c(=O)n2C)cc1,-14,-2,1,-1,-6,-4,0.09,0,4
CC(C)NC(=O)c1ccc2c(=O)n(Cc3ccco3)c(=S)[nH]c2c1,12,2,-6,-1,2,4,0.74,1,4

# An excerpt from above in order of count of non-hydrogen atoms, ascending.
SMILES,Plk1 PBD FP,PTPN22 act,FAK inh,cytoskel mod,PLK1 inh,EphB4 ephrin blk,PTK2B oligo ant,LYP inh 2,HIV Rev-RRE inh
COc1cccc(-c2nnc(Nc3nc4c(F)cccc4s3)o2)c1,-2,-2,-3,27,-9,0,-0.65,3,6
N#Cc1ccc(COC(=O)CSc2nnc(C3CCCCC3)n2N)cc1,-17,-2,4,10,-9,2,-0.11,1,6
CCOC(=O)N1CCC(NC(=O)c2ccc3c(c2)sc2nc(-c4ccccc4)cn23)CC1,-4,-13,6,-9,-22,11,-0.87,12,4

# The list continues:
SMILES,Plk1 PBD FP,PTPN22 act,FAK inh,cytoskel mod,PLK1 inh,EphB4 ephrin blk,PTK2B oligo ant,LYP inh 2,HIV Rev-RRE inh
CCOC(=O)c1nnn(-c2nn3nnnc3c3ccccc23)c1C,23,3,-5,-23,-7,-14,-0.94,-3,3
Cc1cc(N2C(=O)CCC2=O)n(-c2ccccc2)n1,-8,12,-2,-12,-12,-8,0.42,-13,2
CCOC(=O)C1=C(N)N2C(=O)C(C)SC2=C(C(=O)OC)C1c1cccc(OC)c1 (stereo not given),0,-9,-1,7,-21,-1,nt,7,5
COc1ccc(C(=O)NCC(c2cccnc2)N2CCN(c3ccccc3OC)CC2)cc1OC (stereo not given),6,0,2,-7,-2,0,nt,-2,1
O=C(CC12CC3CC(CC(C3)C1)C2)NCCN1CCOCC1,-11,-5,0,-2,-12,-1,1.4,4,5
COc1cccc(-c2nnc(SCC(=O)Nc3ccc(S(N)(=O)=O)cc3)n2C)c1,-30,-10,-3,-13,110*,-7,-0.78,8,-1
CC1CCCCN1C(=O)c1cc(-c2ccc(Cl)c(Cl)c2)on1 (stereo not given),11,-6,-2,68,-8,5,-0.47,4,9
Cc1ccc(S(=O)(=O)c2c(N)n(/N=C/c3ccco3)c3nc4ccccc4nc23)cc1,-34,6,-7,26,5,-10,-1.7,-6,-3
Cc1cccc(N2CCN(CC(=O)Nc3nccs3)CC2)c1C,-14,-1,-1,3,-2,5,0.52,1,12
O=C(NCc1ccc2c(c1)OCO2)C1CCN(S(=O)(=O)c2cccc3nsnc23)CC1,2,-10,5,-6,0,0,-0.12,8,10
N#Cc1cc(-c2ccc(Cl)cc2)cnc1Sc1ccc(F)cc1,-13,nt,-10,nt,-13,-5,0.46,nt,2
CC12CCC(C(=O)NCc3ccco3)(OC1=O)C2(C)C (stereo not given),-3,1,3,9,-2,9,1.5,-2,10
CC(=O)NCN1CCN(CNC(C)=O)CC1,-20,-2,2,-2,-3,1,0.2,0,13
Cc1cccc(N2CCN(C(=O)C3CCCN(S(=O)(=O)c4cnc[nH]4)C3)CC2C)c1 (stereo not given),-8,4,2,1,-9,-1,-1.5,-5,2
C=CCOc1ccc(CNC(C)(C)CO)cc1OC,-3,3,-5,12,-3,1,0.69,0,3
CCOC(=O)C1Cn2c(nc3c(c2=O)C(C)(CC)Cc2ccccc2-3)S1 (stereo not given),-11,0,6,7,-15,0,-2.3,-3,8
Cc1nc(CS(=O)(=O)c2ccccc2)cc(Sc2ccc(Cl)cc2)n1,-11,-17,5,18,-6,1,0.78,21,11

# Some of the entries so far, bar-delimited:
SMILES | Plk1 PBD FP | PTPN22 act | FAK inh | cytoskel mod | PLK1 inh | EphB4 ephrin blk | PTK2B oligo ant | LYP inh 2 | HIV Rev-RRE inh
Cc1cccc(N2CCN(C(=O)C3CCCN(S(=O)(=O)c4cnc[nH]4)C3)CC2C)c1 (stereo not given) | -8 | 4 | 2 | 1 | -9 | -1 | -1.5 | -5 | 2
C=CCOc1ccc(CNC(C)(C)CO)cc1OC | -3 | 3 | -5 | 12 | -3 | 1 | 0.69 | 0 | 3
